# Rab7 wt GTP bind – modulators of GTP binding to Rab7, primary screen, biochemical, wildtype, multiplex bead flow cytometry; Rab7 GTPase wild type (dog), Bodipy-FL-GTP binding; GST-Rab7 beads, fluorescent GTP binding; actives lie on both sides; untreated = 100%, excess cold GTP = 0%; GTP binding activity (percent of control), % at 10 µM; 190,000 compounds, 0.055% hits; AID 758, 2007;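 active = fluorescent GTP binding to Rab7 beads changed by at least 20 points from the 100% baseline, either direction, mostly lower; inconclusive = compound itself probably fluorescent, or too few beads counted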;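 also: median green fluorescence of bound Bodipy-FL-GTP per Rab7 bead population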
# Pf gametocyte – late stage P. falciparum gametocyte viability inhibitors, primary screen, ATP luminescence, HTS. P. falciparum stage V gametocytes, 24 h. inhibition, % at 10.9 µM. 150,000 compounds, 0.065% hits. AID 743093, 2013;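 active = inhibition above the mean plus 3 SD of compounds within the control limits, set per campaign, cut at about 38% in these data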;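 also: 0% = DMSO wells and 100% = medium only without gametocytes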
# Bim-Mcl-1 – inhibitors of Bim peptide binding to Mcl-1, primary screen, biochemical, bead-based flow cytometry, multiplex. AID 1009, 2008. inhibition, % at 10 µM. Bim peptide-Mcl-1 binding. 190,000 compounds, 0.1% hits; in the data active = inhibition above about 40%;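 also: 0% = no compound tracer wells and 100% = peptide blocker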
# Target sequence (Q07820 whole entry, looked up): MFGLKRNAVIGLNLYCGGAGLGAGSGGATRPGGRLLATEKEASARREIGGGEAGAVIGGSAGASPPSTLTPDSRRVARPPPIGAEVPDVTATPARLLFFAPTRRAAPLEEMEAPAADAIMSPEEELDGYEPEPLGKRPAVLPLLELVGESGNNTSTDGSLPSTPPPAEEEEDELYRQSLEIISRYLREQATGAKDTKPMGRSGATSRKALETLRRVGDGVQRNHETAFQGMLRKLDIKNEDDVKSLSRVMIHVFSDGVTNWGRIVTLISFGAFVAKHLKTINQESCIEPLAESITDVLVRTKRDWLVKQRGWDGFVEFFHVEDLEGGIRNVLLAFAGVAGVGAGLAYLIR
# Rab2 wt GTP – modulators of GTP binding to Rab2A wildtype, primary screen, biochemical, dog, bead-based flow cytometry, multiplex | GST-Rab2 wt beads, Bodipy-GTP binding | GTP binding activity, % at 10 µM | 190,000 compounds, 0.19% hits;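 active = GTP binding activity at least 20 points away from 100%, either lowered or raised; inconclusive = signal likely due to the compound's own green fluorescence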;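 also: 0% = beads with excess unlabeled GTP and 100% = no-compound control corrected for plate trend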
# Mcl1 Noxa PPI – Mcl-1/Noxa binding inhibitors, primary screen, biochemical, TR-FRET, 1536-well | Induced myeloid leukemia cell differentiation protein Mcl-1 (Homo sapiens), Q07820 | TR-FRET Mcl-1/Noxa peptide binding, 2 h | inhibition, % at 21.7 µM | 220,000 compounds, 1.5% hits | AID 1022, 2008;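 active = compounds that cut the protein-peptide binding signal by more than 50% relative to plate controls in a single-dose test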;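 also: His-tagged Mcl-1 with rhodamine Noxa BH3 peptide and terbium anti-His antibody; 0% = Mcl-1 plus Noxa peptide wells and 100% = peptide-only wells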
# Rac1 wt modul – wildtype Rac1 GTP binding modulators, primary screen, biochemical, GST-Rac1 beads, flow cytometry, multiplex; Ras-related C3 botulinum toxin substrate 1 (Homo sapiens), P63000; fluorescent GTP binding; actives lie on both sides; 0 = cold GTP competed, 100 = untreated; GTP binding activity (% of control), % at 10 µM; 190,000 compounds, 0.27% hits; AID 757, 2007;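 active = GTP binding activity at least 20 points away from the 100% control level, either lower or higher; inconclusive = compound flagged as likely green fluorescent, judged across all proteins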
# Rac1 mut GTP – GTP binding modulators of activated mutant Rac1, primary screen, biochemical, bead-based flow cytometry, multiplex, fluorescent GTP; percent activity (GTP binding), % at 10 µM; Ras-related C3 botulinum toxin substrate 1 (Homo sapiens), P63000; 190,000 compounds, 0.11% hits; GST-Rac1 activated beads; actives lie on both sides; 100% means binding = to untreated wells;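 active = GTP binding at least 20 percentage points away from the 100% baseline, in either direction, so actives lie on both sides; inconclusive = Compound likely fluorescent itself, or too few beads counted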
# RGS8-Gao reg – RGS8-Galphao binding modulators, primary screen, biochemical, multiplexed bead flow cytometry | Guanine nucleotide-binding protein G(o) subunit alpha (Homo sapiens), P09471 | actives lie on both sides | response (percent of control binding), % at 10 µM | 220,000 compounds, 0.34% hits | AID 1423, 2008; in the data active = response below about 60% or above about 140%; inactive = in between;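 also: Galphao activated as the GDP aluminium fluoride complex binding bead-coupled RGS8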
# HRas wt GTP bind – modulators of GTP binding to HRas wildtype, primary screen, biochemical, bead-based flow cytometry, multiplex; AID 759, 2007; GTP binding activity, % at 10 µM; GST-Ras wt beads, Bodipy-FL-GTP binding; actives lie on both sides; 190,000 compounds, 0.14% hits;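 active = GTP binding activity at least 20% away from the 100% baseline, either lowered as inhibitor or raised as activator; inconclusive = flagged as likely green fluorescent, judged across all proteins in the well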;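 also: 0% = unlabeled GTP competition control and 100% = no-compound control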
# Target sequence (P01112 whole entry, looked up): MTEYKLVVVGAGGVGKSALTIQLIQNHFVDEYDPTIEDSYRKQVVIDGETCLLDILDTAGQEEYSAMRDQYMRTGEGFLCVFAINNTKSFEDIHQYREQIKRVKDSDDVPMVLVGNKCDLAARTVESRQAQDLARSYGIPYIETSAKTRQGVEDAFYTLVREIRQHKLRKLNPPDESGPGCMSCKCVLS
# Cdc42 wt – modulators of GTP binding to wildtype Cdc42, primary screen, biochemical, multiplex bead flow cytometry, Bodipy-GTP; GST-Cdc42 beads; actives lie on both sides; percent activity (GTP binding), % at 10 µM; AID 761, 2007; 190,000 compounds, 0.2% hits; Cell division control protein 42 homolog (Homo sapiens), P60953;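 active = percent activity GTP binding at least 20 points away from the 100% baseline, either down as inhibitor or up as activator; inconclusive = compound flagged as likely green fluorescent from well-wide comparison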;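 also: median bead fluorescence of bound Bodipy-FL-GTP at 100 nM; 0% = excess unlabeled GTP control and 100% = no compound control; below 100% means less GTP binding so inhibitor and above means activator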
# Target sequence (P60953 whole entry, looked up): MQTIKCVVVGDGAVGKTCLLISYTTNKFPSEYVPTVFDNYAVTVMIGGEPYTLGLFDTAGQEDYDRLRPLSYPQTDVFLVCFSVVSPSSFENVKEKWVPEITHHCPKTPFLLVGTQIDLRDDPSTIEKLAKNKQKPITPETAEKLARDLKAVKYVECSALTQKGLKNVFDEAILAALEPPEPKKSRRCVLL
# Mcl1-Bid inh – Mcl-1/Bid binding inhibitors, primary screen, biochemical, TR-FRET, 1536-well. Induced myeloid leukemia cell differentiation protein Mcl-1 (Homo sapiens), Q07820. TR-FRET Mcl-1/Bid-Dy647 peptide binding. inhibition, % at 21.7 µM. 220,000 compounds, 0.97% hits. AID 1021, 2008;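 active = compounds that cut the binding signal by more than half at the single screening dose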;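 also: His-tagged Mcl-1 with europium anti-His antibody binding Bid BH3 peptide; 0% = Mcl-1 plus peptide wells and 100% = peptide-only wells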
# Numbers without * were called inactive; u = inconclusive; x = not tested or not shown.
SMILES,Rab7 wt GTP bind,Pf gametocyte,Bim-Mcl-1,Rab2 wt GTP,Mcl1 Noxa PPI,Rac1 wt modul,Rac1 mut GTP,RGS8-Gao reg,HRas wt GTP bind,Cdc42 wt,Mcl1-Bid inh
CC(=O)Nc1nc2n(n1)C(c1ccc(Cl)cc1)C=C(C)N2 (stereo not given),102,x,-1,99,4,101,100,99,100,103,-27
CC(=O)Nc1c(C)cc(S(C)(=O)=O)cc1C,98,-85,-1,99,6,99,98,72,100,95,1
CC(C)c1ccc(/C=C/C(=O)Nc2nc3ccc([N+](=O)[O-])cc3s2)cc1,93,8,0,94,x,97,95,99,96,99,-6
CCOc1ccc(OCc2ccc(C(=O)OCc3ccccn3)o2)cc1,105,x,-8,98,-5,103,96,101,100,99,-6
O=C(NN1CCOCC1)c1cc(-c2cccs2)nc2ccccc12,99,x,-3,98,27,104,99,80,100,101,6
COC(=O)c1nc(NC(=O)c2ccccc2)n[nH]1,101,-2,-1,100,19,100,97,102,101,99,15
COCc1[nH]nc2c1C(c1ccccc1Cl)C(C#N)=C(N)O2 (stereo not given),93,x,5,98,-14,98,98,127,99,100,-56
COc1ccccc1CNC(=O)Nc1cccs1,98,x,-2,101,-2,105,99,106,101,104,-38
Cc1ccc2c(c1)Oc1ccc([N+](=O)[O-])cc1C(=O)N2,u,x,-2,u,-4,u,u,102,u,u,-11
CCOc1ccccc1OCC(O)CNC (stereo not given),99,x,0,96,17,99,96,89,97,98,-19
CCOC(=O)/C(C#N)=C/c1ccc(OCC(=O)Nc2cc(C)ccc2C)c(OC)c1,102,x,0,99,9,98,98,102,101,100,-7
COC(=O)Cn1c(=NC(=O)c2cc(-c3cccs3)nc3ccccc23)sc2cc(S(N)(=O)=O)ccc21,98,0,8,96,18,102,101,98,97,100,-18
CN(C)CCOc1ccc2ccccc2c1,98,-13,0,99,18,102,99,102,99,105,38
N#Cc1nc(-c2ccc(OCc3ccccc3)cc2)oc1NCc1ccco1,102,x,-2,105,18,105,101,101,104,106,-16
COc1ccc2c(c1)C(C)=CC(C)(C)N2C(=O)CNCc1ccc2c(c1)OCO2,108,x,0,105,6,108,99,106,103,103,62*
O=C(Cn1nc(C(=O)O)c2ccccc2c1=O)NC12CC3CC(CC(C3)C1)C2,91,9,0,93,-3,96,95,100,95,93,-15
CCOc1ccc(S(=O)(=O)N(C)c2ccc(OCC(=O)OCc3c(C)noc3C)cc2)cc1,97,x,2,97,5,93,95,102,96,95,-26
CCCCOC(=O)CSC1=C(C#N)C(c2ccc3c(c2)OCO3)CC(=O)N1 (stereo not given),96,-5,-2,96,6,94,93,95,97,95,-9
Cc1cc2ccccc2c(=O)n1CC(=O)NCC(=O)N(C)Cc1ccccc1,100,x,0,100,16,102,100,104,99,102,9
O=C(Nc1ccccc1Cl)N1C2CCC1CC(O)(c1cccnc1)C2 (stereo not given),93,-6,-2,95,3,98,97,102,95,98,-17
CCCCN(C)CCCNC(=O)c1cn(CC)c2ccc(S(=O)(=O)N3CCc4ccccc4C3)cc2c1=O,96,x,0,96,53*,100,96,103,97,93,10
N=C(N)CCCOc1ccccc1-c1ccccc1,97,-40,1,100,17,101,101,90,101,100,-11
CCOc1ccc(S(=O)(=O)N(CC(=O)N/N=C/c2cccs2)c2ccc(C)cc2)cc1,94,x,-3,95,6,102,99,102,98,97,-8
CCOC(=O)Cn1nnnc1C,104,-14,1,99,-5,98,95,99,98,101,-33
CC(=O)C1=C(C)NC(SCC(=O)Nc2nccs2)=C(C#N)C1c1ccccc1Cl (stereo not given),102,x,-4,102,18,104,102,100,103,103,-26
CCc1n(CC(O)COCC2CC=CCC2)c2ccccc2[n+]1C (stereo not given),99,16,-4,97,7,102,99,100,97,96,-52
COc1ccc2nc(SCC(=O)NC(C)C)[nH]c2c1,105,-2,0,106,1,105,102,101,103,103,0
Cc1cccn2c(=O)c(/C=C3\SC(=S)N(CC(C)C)C3=O)c(NCCCOC(C)C)nc12,u,x,0,x,7,u,u,98,u,u,-37
Cc1nn(-c2ccccc2)c(C)c1/C=N/NC(=O)c1cc(-c2cccc3ccccc23)n[nH]1,97,0,-8,95,23,103,100,86,97,100,13
CC(C)c1ccc(/C=C/C(=O)N2CCc3ccccc3C2)cc1,95,-28,-4,91,-17,95,89,101,92,93,-21
COc1cc(NS(=O)(=O)c2ccc(F)cc2)c(OC)cc1NC(=O)C1CC1,107,x,-3,104,6,111,101,100,105,104,-25
COCCOC(=O)C1=C(C)NC(=O)NC1c1c(Cl)nc2ccccn2c1=O (stereo not given),101,x,-2,102,2,105,101,102,102,105,2
O=C(N/N=C/c1ccccn1)c1cccc(S(=O)(=O)Nc2ccccc2Cl)c1,u,18,0,u,-38,u,u,102,u,u,-62
CCCc1c(O)nc(SCC(=O)NCc2ccco2)[nH]c1=O,101,-12,-2,95,-5,98,96,100,96,97,-33
CC(NC(=O)Cc1ccccc1)c1nc2ccccc2[nH]1 (stereo not given),100,x,-1,99,18,101,96,100,101,100,-16
CC(C)CNC(=O)/C=C/c1cccs1,100,22,-9,98,14,103,100,98,101,104,-7
COc1ccc(S(=O)(=O)N(CCc2ccccc2)CC(=O)N2CCOCC2)cc1,103,24,-1,105,6,98,94,101,101,99,-23
CCC(=O)Nc1cc2nn(-c3ccc(C)cc3)nc2cc1C,104,8,0,98,6,97,94,101,93,93,-28
Cc1ccc(Nc2nc(-c3ccc(O)cc3O)cs2)nc1,97,12,-1,97,27,102,97,97,97,100,-32
O=P(O)(CP(=O)(c1ccccc1)c1ccccc1)c1ccccc1,101,-4,4,102,18,107,101,99,102,106,-6
Cc1c(C(=O)c2ccc(Cl)cc2[N+](=O)[O-])c2ccccn2c1CCC#N,100,5,-4,99,4,106,99,104,99,101,-13
Cc1[nH]c2ccccc2c1C(=O)COC(=O)c1c(-c2ccccc2)noc1C,98,7,-2,100,27,104,98,101,99,99,-5
CN1CCN(C(c2cccs2)c2nnnn2Cc2ccc(F)cc2)CC1 (stereo not given),95,x,2,96,16,97,95,102,96,98,0
Oc1[nH]c2ccccc2c1N=Nc1ccc(C(F)(F)F)cn1,98,-43,-1,97,3,97,96,103,99,98,-4
C=CCNC(=O)NC(=O)COC(=O)/C(C#N)=C/c1cc(C)n(CC(C)C)c1C,99,3,0,95,3,97,95,95,96,99,-28
COCCCn1c(=S)[nH]c2c(sc3ccccc32)c1=O,97,19,1,96,46,94,90,96,94,93,-74
CCC(=O)N/N=c1/sc2ccccc2n1C,101,3,0,98,-2,99,96,100,97,98,-6
Nc1c(C(=O)c2ccccc2)oc2ccc(Br)cc12,98,1,-2,99,-7,101,97,101,99,98,-80
O=C(O)CC(NCc1ccco1)C(=O)OCCc1ccccc1 (stereo not given),95,x,-1,101,4,101,99,101,102,103,-7
CC(=O)NC1C(OCc2ccccc2)OC2COC(c3ccccc3)OC2C1OCC(=O)O (stereo not given),103,-9,-1,96,10,100,97,100,98,97,-1
CCCCn1nnnc1SCC(=O)Nc1ccc(C)cc1,101,x,0,106,-8,103,103,99,104,104,-30
CC(=O)OC(/C(O)=C(\C#N)c1nc2ccccc2[nH]1)c1ccccc1 (stereo not given),97,x,-1,93,7,97,95,103,95,94,-13
COc1ccc(/C=N/NC(=O)C(C)N(c2ccc(OC)cc2)S(C)(=O)=O)cc1 (stereo not given),94,-15,0,96,9,96,96,103,95,96,-20
CC(=O)c1ccc(NC(=O)CSC(C)C)cc1,99,x,0,98,-5,100,98,107,99,100,6
CCOC(=O)c1ccc(NC(=O)CCc2nc(-c3ccccc3)no2)cc1,101,x,0,98,-9,109,96,99,102,101,-13
Cn1ncc(Br)c1C(=O)Nc1ccc(F)cc1F,104,x,1,104,-11,109,98,100,103,101,-20
O=C(O)C1Cc2ccccc2CN1C(=O)c1ccccc1 (stereo not given),98,x,3,99,11,97,97,101,97,95,8
CCCC(C)NC(=O)c1nc(-c2ccccc2)n(-c2ccccc2)n1 (stereo not given),104,-20,-2,100,2,101,101,101,101,100,-5
Cn1nnnc1SCC(=O)Nc1cccc([N+](=O)[O-])c1,92,25,0,97,-14,97,95,99,96,97,-4
Cc1ccc(C(c2sc3nc(C)nn3c2O)N2CCN(c3ccc(F)cc3)CC2)cc1 (stereo not given),96,x,-8,100,4,101,98,100,99,101,-16
# Carrying on:
SMILES,Rab7 wt GTP bind,Pf gametocyte,Bim-Mcl-1,Rab2 wt GTP,Mcl1 Noxa PPI,Rac1 wt modul,Rac1 mut GTP,RGS8-Gao reg,HRas wt GTP bind,Cdc42 wt,Mcl1-Bid inh
COc1ccc(NC(=O)c2cc(C)nc3ccccc23)c(OC)c1,92,3,-4,89,19,96,92,103,91,92,-4
CC(CS(=O)(=O)c1cccc2cccnc12)N1CCCCC1 (stereo not given),99,1,-2,99,-8,103,99,103,101,102,-10
Cc1cc(C)nc(SC(C)C(=O)O)n1 (stereo not given),101,x,0,102,4,105,98,107,103,105,26
Cc1ccc(S(=O)(=O)N(CC(=O)N/N=C/c2cccc(C)c2)c2cccc3cccnc23)cc1,101,-3,0,99,6,99,99,102,102,99,2
CC(=O)Nc1ccc(S(=O)(=O)/N=C2\SCCN2S(=O)(=O)c2ccc(NC(C)=O)cc2)cc1,99,13,-2,101,30,103,96,99,101,97,-3
COC(=O)c1ccccc1NC(=O)Cn1cnc2ccc(S(=O)(=O)N3CCC(C)CC3)cc2c1=O,100,12,-1,102,-8,101,98,98,101,101,6
Cc1ccc(-c2nn(-c3ccccc3)cc2CNCc2ccccc2)cc1,105,x,-1,99,32,101,100,104,100,100,-11

# Compounds as they come. Share with any hit: about 2.9%.
